High-throughput results from PubChem BioAssay.
KB-V1 cytotox = KB-V1 MDR subline cytotoxicity; KB-V1 MDR cells viability, CellTiter-Glo, 72 h; Potency, µM (highest dose often 46.1 µM), without a hit: at the highest dose activity change, negative = cytotoxicity, usual class: cytotoxic; actives 3.4% (n = 400,000); AID 1347076; further: on the % scale 0 is the no-effect control and ±100 the full control effect; nearly all actives have a fitted effect of over 60% in size
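Compound-treated KB-V1 multidrug-resistant cells, 72 h, 37 degrees C; viability by CellTiter-Glo. Fitted qHTS curves give the values.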
HEK293 tox = cytotoxicity in counter-screen for GLP-1R inverse agonists. actives 0.13% (n = 410,000). HEK293 cAMP-luciferase reporter cells, luminescence, 24 h. Potency, µM (titrated, usually from 38.3 µM), for the others: at the top dose activity change, negative = inhibition, most hits filed as inhibitors. AID 624418;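 further: loss of luciferase light is scored as toxicity; on the % scale 0 is the no-effect control and ±100 the full control effect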
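Here, cytotoxicity is scored as loss of luminescence. The MLSMR collection was tested on cells seeded in medium containing 10% Nu serum, with a 24 hr compound exposure preceded by 12 hours of culture.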
HT1080 IDH1KD tx = kills HT-1080 cells with IDH1 knockdown. Potency, µM (highest dose often 46.1 µM), without a hit: at the top dose activity, negative = toxicity, actives largely listed as cytotoxic. actives 2% (n = 360,000). HT-1080 IDH1 knockdown viability, ATP luminescence, 48 h;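 further: 0% = DMSO wells and -100% = cell-free medium wells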
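HT-1080-IDH1KD cells (IDH1 knocked down), 750/well in RPMI with 5% FBS, treated with compound 48 h at 37 degrees C. Viability by CellTiter-Glo luminescence, normalised to DMSO and no-cell wells; concentration-response curves classed.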
HT1080NT lethal = kills 2HG-producing HT-1080-NT fibrosarcoma cells; HT-1080-NT fibrosarcoma viability, CellTiter-Glo ATP luminescence, 48 h; Potency, µM (series often up to 46.1 µM), for inactives: top-dose activity, negative = less viability, usual class: cytotoxic; actives 1.6% (n = 360,000);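 further: NT is the 2HG producing partner of a matched IDH1 knockdown line; 0% = DMSO-treated cells and -100% = media-only wells without cells; nearly all actives have a fitted effect of over 55% in size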
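750 cells/well, RPMI + 5% FBS; 2 h settle, compound pin-transfer, 48 h at 37 degrees C. CellTiter-Glo 10 min RT, luminescence. Normalized to DMSO and media-only wells.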
KB-3-1 tox = kills parental KB-3-1 adenocarcinoma cells. KB-3-1 viability, CellTiter-Glo ATP luminescence, 72 h. actives 1.4% (n = 400,000). Potency, µM (doses to about 46.1 µM), for the others: at the top dose activity change, negative = cytotoxic, most hits filed as cytotoxic; further: on the % scale 0 is the no-effect control and ±100 the full control effect; nearly all actives have a fitted effect of over 60% in size
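Screening of KB-3-1 cells (DMEM, 10% FBS, phenol-red free) ran from lowest to highest compound concentration; after 72 h at 37 °C viability was read luminescently and curves fitted.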
SW480 rerep = inducers of DNA re-replication in SW480 colon cancer cells | SW480 DNA re-replication, Hoechst DNA content imaging, 48 h | Potency, µM (doses to about 46.1 µM), inactives show at the top dose re-replication activation, most hits filed as activators | actives 1.8% (n = 340,000) | AID 624297; further: % of control where 0% means no effect; nearly all actives have a fitted effect of over 55% in size
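Image-based read-out: total Hoechst fluorescence of nuclei (405 nm excitation, 500-530 nm emission), with hits raising the fraction of high-intensity nuclei. SW480 colon cells incubated 48 hr with compounds at 37 C.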
GLP-1R inv ag = GLP-1 receptor (human) inverse agonism | HEK293 GLP-1R CRE-luciferase, luminescence, 24 h; GLP-1R form is constitutively active | Potency, µM (series often up to 38.3 µM), for the others: at the highest dose activity change, negative = inhibition, hits mostly inhibitors | actives 1.6% (n = 410,000) | AID 624417; further: on the % scale 0 is the no-effect control and ±100 the full control effect; nearly all actives have a fitted effect of over 55% in size
Target sequence (P43220 whole entry, looked up): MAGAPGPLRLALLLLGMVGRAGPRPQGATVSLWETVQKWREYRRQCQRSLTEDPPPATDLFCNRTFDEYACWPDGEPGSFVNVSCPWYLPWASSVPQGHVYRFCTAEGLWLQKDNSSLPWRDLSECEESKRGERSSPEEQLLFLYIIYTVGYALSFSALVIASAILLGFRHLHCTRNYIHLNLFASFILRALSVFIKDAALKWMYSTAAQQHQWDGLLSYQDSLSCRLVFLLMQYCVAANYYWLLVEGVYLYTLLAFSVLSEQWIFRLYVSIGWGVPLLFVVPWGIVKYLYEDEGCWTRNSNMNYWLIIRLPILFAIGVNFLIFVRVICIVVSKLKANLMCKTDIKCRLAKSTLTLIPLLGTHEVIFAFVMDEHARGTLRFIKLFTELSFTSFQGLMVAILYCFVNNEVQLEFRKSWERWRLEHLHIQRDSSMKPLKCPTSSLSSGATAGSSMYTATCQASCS
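Inverse agonists were sought by their lowering of basal cAMP reporter luciferase output in HEK293 cells stably carrying constitutively active human GLP-1R, after 24 h compound treatment.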
GLP1R ag = activates the human GLP-1 receptor; P43220; HEK293 GLP-1R CRE-luciferase, luminescence, 4-6 h; cells express a hypersensitive GLP-1R form; Potency, µM (top dose mostly 45.6 µM), inactives show at the highest dose activation, actives largely listed as activators; actives 0.007% (n = 380,000); further: % of control where 0% means no effect
TDP43 rescue = TDP-43 toxicity inhibition in yeast; TDP-43 expressing yeast growth rescue, BacTiter-Glo, 24 h; actives 1.8% (n = 410,000); Potency, µM (top dose mostly 46.1 µM), without a hit: top-dose growth rescue (activation), most hits filed as activators; further: % of control where 0% means no effect; nearly all actives have a fitted effect of over 50% in size
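Luminescence from BacTiter-Glo reports growth of TDP-43-expressing yeast after 24 hr at 30 deg C with compound. Cells were raffinose-pregrown to mid-log, then seeded in galactose medium at OD600=0.02.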
An asterisk follows results filed as active; ? = inconclusive; · = not tested or not shown; [ ] = another dose, or the depositor's remark. The call rests on the fitted dose curve; in most records, active means well fitted curve in the direction sought with a large enough effect; inconclusive means small, poorly fitted or top-dose-only effect, or another doubt; inactive means no such curve, though single readings can be large; an effect the other way counts as inactive or inconclusive. Potency means the concentration at half of the fitted maximal effect.

Values in the order – KB-V1 cytotox	HEK293 tox	HT1080 IDH1KD tx	HT1080NT lethal	KB-3-1 tox	SW480 rerep	GLP-1R inv ag	GLP1R ag	TDP43 rescue
1	Cc1ccc2occ(/C=N/NC(=O)c3ccccc3Br)c(=O)c2c1
    12%	2%	-5%	-4%	1%	-7%	?	-4%	-4%
2	O=C(CNC1CCCCC1)N1CCc2ccccc2C1
    -3%	6%	-3%	3%	-4%	0%	4%	18%	-23%
3	O=C(Nc1ccccc1C(=O)NCCCN1CCOCC1)c1ccccc1
    ?	-11%	12%	15%	14%	-7%	0%	-1%	-6%
4	CCCCCCc1ccc(OC(=O)c2ccncc2)cc1
    0%	0%	2%	0%	3%	-11%	12%	-1%	10%
5	COc1ccc(NS(=O)(=O)c2ccc(NC(=O)c3ccc(N(C)S(C)(=O)=O)cc3)cc2)c(OC)c1
    3%	4%	?	?	4.6µM*	-84%[inhibitor]	6%	-8%	5%
6	COc1ccc(CN(Cc2ccc(C(=O)O)cc2)C(=S)Nc2cc(C)cc(C)c2)cc1OC
    18%	1%	-3%	2%	1%	-41%[inhibitor]	4%	5%	4%
7	Cc1oc2cc3c(C(=O)N4CCCCC4)c(C)oc3cc2c1C(=O)N1CCCCC1
    ?	-5%	3%	7%	0%	-8%	-16%	-6%	-7%
8	Cc1cccc(NC(=O)c2c(-c3ccccc3)noc2C)n1
    -15%	0%[0.307 µM]	2%	9%	-10%	-5%	2%[0.307 µM]	-6%	0%
9	COc1cc(C(=O)Nc2ccc(C#N)cc2)c([N+](=O)[O-])cc1OC
    0%	-3%	0%	-6%	0%	-12%	-27%	4%	-24%
10	COC(=O)c1cccc(CN2C(=O)SC(Nc3ccc(Cl)cc3)C2=O)c1 (stereo not drawn)
    -2%	-2%	·	·	0%	·	-22%	·	16µM*
11	CCSc1ncc(Cl)c(C(=O)Nc2c(C(=O)c3ccc(C)c(F)c3)oc3ccccc23)n1
    7%	20%	·	·	0%	·	15%	·	-12%
12	O=C(CN1CCN(c2ccccn2)CC1)N1CC(O)CO1 (stereo not drawn)
    ?	-6%	12%	15%	-2%	-10%	8%	5%	2%[9.22 µM]
13	Clc1cccc(-n2ncc3c(N4CCN(Cc5ccccc5)CC4)ncnc32)c1
    8%	-6%	·	·	5%	·	-4%	·	16%
14	COc1ccc(NS(=O)(=O)c2cccc(C(=O)N/N=C/c3ccc4c(c3)OCCO4)c2)cc1
    2%	22%	6%	6%	7%	-7%	21%	7%	-24%[0.397 µM]
15	CCOC(=O)c1c(CSc2ccccc2)n(C)c2cc(Br)c(O)c(CN(C)C)c12
    ?	-21%	?	?	-11%	?	?	14%	-5%
16	CC(=O)Oc1ccccc1Cn1c(C)c(C(=O)NCc2ccc(Cl)c(Cl)c2)sc1=O
    ?	?	?	?	-8%	·	?	-1%	0%
17	CCc1nnc(NC(=O)c2ccc(S(=O)(=O)N3CCN(Cc4ccccc4)CC3)cc2)s1
    3%	11%	10%	1%	5%	4%	36%[activator]	-1%	-14%
18	O=S(=O)(c1cccc2cccnc12)N1CCN(c2ccccn2)CC1
    ?	11%	0%	-2%	4%	-3%	6%	11%	23%
19	CCOc1ncccc1C(=O)Nc1ccc2c(c1)OCCO2
    -4%	0%	-9%	-11%	-1%	-5%	13%	24%	17%
20	Cc1ccc(C(=O)N2CC(=O)Nc3ccc(F)cc3C2c2ccc(F)cc2)cc1 (stereo not drawn)
    -25%	-16%	-23%	-23%	-3%	?	?	11%	-6%

Record cards, as listed above. Order of values: KB-V1 cytotox, HEK293 tox, HT1080 IDH1KD tx, HT1080NT lethal, KB-3-1 tox, SW480 rerep, GLP-1R inv ag, GLP1R ag, TDP43 rescue
Cc1ccc(C(=O)N2CC(=O)Nc3ccc(F)cc3C2c2ccc(F)cc2)cc1 (stereo not drawn) reads -25%, -16%, -23%, -23%, -3%, ?, ?, 11%, -6%
CC(=O)Oc1ccccc1Cn1c(C)c(C(=O)NCc2ccc(Cl)c(Cl)c2)sc1=O reads ?, ?, ?, ?, -8%, ·, ?, -1%, 0%
O=S(=O)(c1cccc2cccnc12)N1CCN(c2ccccn2)CC1 reads ?, 11%, 0%, -2%, 4%, -3%, 6%, 11%, 23%

(list continues)
Values in the order – KB-V1 cytotox	HEK293 tox	HT1080 IDH1KD tx	HT1080NT lethal	KB-3-1 tox	SW480 rerep	GLP-1R inv ag	GLP1R ag	TDP43 rescue
21	CCOC(=O)c1cnn(-c2nc(CC)nc3sc4c(c23)CCC4)c1N
    1%	70%[activator]	-1%	2%	1%	0%	13%	1%	-5%
22	Cn1nc(-c2ccc(Cl)cc2)c2cc(C(=O)N3CCCC3)sc21
    -13%	5%	-3%	-2%	?	-1%	29%	-4%	-3%
23	COc1cc(/C=C(\C#N)C(=O)Nc2cccc(C(=O)O)c2)ccc1OCc1ccc(C)cc1
    3%	17%	18%	17%	4%	0%	-11%	9%	2%
24	Cc1ccc(N2C(=O)SC(N(CC(=O)O)c3ccc(C)cc3)C2=O)cc1 (stereo not drawn)
    4%	2%	9%	8%	-6%	14%	0%	-5%	10%
25	COC(=O)c1cccc(NC(=O)c2cccs2)c1C
    -2%	-1%	-1%	8%	16%	-4%	13%	6%	?
26	CC(C)c1cccc(C(C)C)c1NC(=O)COC(=O)c1ccc2c(c1)S(=O)(=O)c1ccccc1C2=O
    -4%	38%[activator]	-1%	-1%	-2%	-1%	4%	3%	-10%
27	CC(C)c1ccc(/C=N/NC(=O)c2c(Cl)cnn2C)cc1
    22%	-11%	-5%	7%	5%	1%	-29%	3%	23%
28	Cc1cccc(C(=O)NCC(=O)OCc2cc(=O)n3nc(C)sc3n2)c1
    6%	-1%	·	·	-2%	·	3%	·	0%
29	COC(=O)[C@]1(Cc2ccccc2)N[C@H](CN(C)C(=O)c2ccc(F)cc2)[C@@H]2C(=O)N(C)C(=O)[C@@H]21
    13%	7%	3%	2%	12%	?	1%	-4%	-5%
30	O=C(CCCN1C(=O)c2cccnc2Oc2ccc(Cl)cc21)NCc1ccccc1F
    -1%	4%	·	·	3%	·	24%	·	25%
31	CCCN(C(=O)CSCc1ccc(Cl)cc1)c1c(N)n(Cc2ccccc2)c(=O)[nH]c1=O
    0%	-16%	5%	-1%	2%	7%	0%	-12%	-3%
32	CCCCCCCc1nc2nc(C)c(Br)c(=O)n2[nH]1
    ?	0%	-12%	-5%	10%	2%	-18%	-2%	-7%
33	Cn1cnc(NCc2ccccc2)c1[N+](=O)[O-]
    3%	-16%	2%	2%	4%	-4%	9%	12%	6%
34	Cc1ccccc1Nc1nnc(SCC2CCCCO2)s1 (stereo not drawn)
    3%	-16%	1%	-2%	5%	-2%	?	17%	-11%[0.397 µM]
35	Cc1nc2c(nnn2Cc2ccccc2)c(=O)[nH]1
    4%	12%	-1%	14%	9%	3%	-6%	1%	-21%
36	Cc1ccc(Nc2ncc3c(n2)CC(C)CC3=O)c(C)c1 (stereo not drawn)
    -2%	6%	0%	-1%	-10%	4%	?	0%	?
37	Cc1ccccc1OCC(=O)Nc1ccc(-c2nc3cc(Cl)cc(Cl)c3o2)cc1
    -6%	-2%	·	·	14%	·	2%	·	18%
38	COc1ccc(C(=O)NC23CC4CC(CC(C4)C2)C3)cc1
    17%	-19%	2%	1%	?	38%	?	9%	22%
39	COc1ccccc1/C=C/C(=O)NNC(=O)c1cc(C)oc1C
    18%	3%	17%	3%	16%	1%	7%	-10%	13%
40	Cc1ccc(NC(=O)C2CC(c3ccc(F)cc3)=NO2)cc1 (stereo not drawn)
    -5%	17%	5%	7%	15%	3%	0%	-13%	-12%

Reprinted at random: three records from the list
Values in the order – KB-V1 cytotox	HEK293 tox	HT1080 IDH1KD tx	HT1080NT lethal	KB-3-1 tox	SW480 rerep	GLP-1R inv ag	GLP1R ag	TDP43 rescue
35	Cc1nc2c(nnn2Cc2ccccc2)c(=O)[nH]1
    4%	12%	-1%	14%	9%	3%	-6%	1%	-21%
32	CCCCCCCc1nc2nc(C)c(Br)c(=O)n2[nH]1
    ?	0%	-12%	-5%	10%	2%	-18%	-2%	-7%
37	Cc1ccccc1OCC(=O)Nc1ccc(-c2nc3cc(Cl)cc(Cl)c3o2)cc1
    -6%	-2%	·	·	14%	·	2%	·	18%

(list continues)
Values in the order – KB-V1 cytotox	HEK293 tox	HT1080 IDH1KD tx	HT1080NT lethal	KB-3-1 tox	SW480 rerep	GLP-1R inv ag	GLP1R ag	TDP43 rescue
41	COc1ccc2cc(C(c3nnnn3C3CCCC3)N3CCc4ccccc4C3)c(=O)[nH]c2c1 (stereo not drawn)
    -12%	7%	-2%	-24%	-30%	?	1%	1%	-13%
42	Cc1ccc2c(=O)c(C(=O)c3cccc(Cl)c3)cn(CC(=O)Nc3ccccc3C(F)(F)F)c2n1
    -2%	2%	·	·	-6%	·	9%	·	-3%
43	COC(=O)c1cccc(Oc2nc3c(c(=O)n(C)c(=O)n3C)n2Cc2ccc(C)cc2)c1
    0%	14%	-2%	-6%	2%	?	8%	8%	3%
44	Cc1nc(NC(=S)Nc2ccccc2)sc1C
    -13%	-9%	-3%	3%	-24%	-8%	?	18%	?
